GlmU inhibition = inhibition of mycobacterial GlmU enzyme – biochemical, glucosamine-1-phosphate acetyltransferase (AID 1376); inhibition, %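 (tested at 30 µM in the primary screen)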; hits with a dose series show IC50 in µM; hit rate 0.25% among 220,000; M. tuberculosis GlmU acetyltransferase enzyme assay; higher % means a stronger effect; in the data active = inhibition above about 13%; inconclusive = no clear call, values can overlap the other calls;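 also: 0% = complete reaction with vehicle and 100% = reaction without substrate; strong numbers were not always called active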
RmlCD inh 1536 = inhibitors of Mycobacterium tuberculosis RmlC and RmlD coupled enzymes; AID 1533; hit rate 0.03% among 160,000; P9WH09+P9WH11; RmlC+RmlD coupled enzyme assay, percent inhibition; primary screen in compound mixtures; inhibition, % at 3.6 µM; in the data active = inhibition mostly above about 34%, no sharp cut-off; inconclusive = no clear call, values can overlap the other calls; inactive = mostly below about 22%; also: some results filed as inactive read as strong as hits
Target sequence (P9WH09 whole entry, looked up): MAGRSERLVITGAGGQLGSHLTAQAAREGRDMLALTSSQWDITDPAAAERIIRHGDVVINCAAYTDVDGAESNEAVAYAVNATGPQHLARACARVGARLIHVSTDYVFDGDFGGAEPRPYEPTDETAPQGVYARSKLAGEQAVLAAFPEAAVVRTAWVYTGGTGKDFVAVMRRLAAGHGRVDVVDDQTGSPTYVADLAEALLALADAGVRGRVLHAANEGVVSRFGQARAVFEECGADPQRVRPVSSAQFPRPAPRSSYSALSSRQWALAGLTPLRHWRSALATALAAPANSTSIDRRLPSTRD
Target sequence (P9WH11 whole entry, looked up): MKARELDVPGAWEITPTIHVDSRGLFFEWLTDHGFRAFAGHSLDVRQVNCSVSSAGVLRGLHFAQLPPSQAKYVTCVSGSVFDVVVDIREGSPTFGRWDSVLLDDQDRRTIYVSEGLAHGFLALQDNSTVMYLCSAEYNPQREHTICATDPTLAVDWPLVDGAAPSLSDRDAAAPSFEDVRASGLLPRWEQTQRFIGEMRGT
An asterisk follows results filed as active; ? = inconclusive; . = not tested or not shown. This is a subset. The share of hits here may be higher or lower than overall.

SMILES | GlmU inhibition | RmlCD inh 1536
CCOc1cc(N2CCOCC2)c(OCC)cc1NC(=O)c1ccc(S(C)(=O)=O)cc1 | -2.4% | -10
O=C(CN1CCN(C(=O)c2ccccc2)CC1)Nc1ncc(Br)cc1Br | 1.3% | -7
O=C(NCCO)c1cc2ccccc2c(=O)s1 | 0.0% | .
Cc1cc(=O)[nH]c(CCl)n1 | 1.6% | 0
CCOc1ccc(C(=O)NCCN(C)C)cc1 | -3.2% | 9
FC(F)(F)c1cnc(Sc2nc3nccc(-c4ccc(Cl)cc4)n3n2)c(Cl)c1 | . | -1
CSCCNC(=O)c1ccc(OC2CCN(CCc3ccccc3)CC2)cc1 | -2.1% | 13
O=C(NC(c1ccccc1)c1ccccc1)c1ccc(S(=O)(=O)C(F)F)cc1 | 2.6% | -8
Cc1cc2c(cc1C)C(c1cc(Br)ccc1F)CC(=O)N2 (centres undefined) | -1.0% | .
COc1ccc(C2C(C#N)=C(N)N(c3ccccc3C#N)C3=C2C(=O)CCC3)cc1CN1CCCC1 (centres undefined) | -4.8% | -8
CN1CCN(C(=O)CC2(CC(=O)O)CCCC2)CC1 | 6.9% | -7
CCSc1nc(C)cc(C)c1S(=O)(=O)c1ccccc1C | 0.8% | 1
CN(C)S(=O)(=O)c1ccc2oc(SCC(=O)Nc3ccccc3F)nc2c1 | -6.1% | -9
O=C(O)c1ccc(COc2cccc(CO)c2)cc1 | 3.6% | -8
COc1ccc(CNC(=O)C(c2ccco2)N(C(=O)c2csnn2)c2cccc(C)c2C)cc1 (centres undefined) | 0.5% | .
COC(=O)CSc1nnc(CNC(=O)c2cccs2)n1-c1cccc(C)c1 | 5.8% | 8
Cc1ccc(S(=O)(=O)NCCCCCC(=O)Nc2ccccn2)cc1 | 2.5% | 9
O=C(CCSCCc1ccccn1)Nc1ccc(Cc2ccncc2)cc1 | -2.7% | 2
CCCOc1ccc(-c2nc(C#N)c(N3CCN(C)CC3)o2)cc1 | -1.1% | 2
CCC(C)NC(=O)C1(C)CCC(=O)N1CCc1ccc(OC)c(OC)c1 (centres undefined) | 3.3% | .
Cc1cccc(C)c1OC(=O)CSc1nnc(-c2ccccc2O)o1 | 1.4% | -4
O=C(CSc1cccc[n+]1[O-])NCCCc1ccccc1 | -4.1% | .
CCOC(=O)C1(Cc2ccc(Cl)cc2)CCN(C(=O)C2=NNC(=O)CC2)CC1 | 6.7% | -14
O=c1[nH]cc(I)cc1I | 2.6% | -6
N/C(Cc1ccc([N+](=O)[O-])cc1)=N\OC(=O)c1ccco1 | 1.4% | .
O=C1C2C3CCC(C3)C2C(=O)N1c1ccc(OS(=O)(=O)c2ccccc2)cc1 (centres undefined) | -2.9% | 30
COc1cccc(CNC(=O)CCC2CCCN(C(=O)c3cc(C)[nH]n3)C2)c1 (centres undefined) | -4.4% | 4
CC(=O)C1C(c2ccc(C)cc2)c2c(n[nH]c2C)CC1(C)O (centres undefined) | 4.5% | 25
N#Cc1c(N)c(C(=O)c2ccccc2)n2c1CCCC2 | -1.3% | 8
O=C(OCn1nnc2ccccc2c1=O)c1cc2ccccc2o1 | 4.0% | .

5 records drawn at random from those above:
SMILES | GlmU inhibition | RmlCD inh 1536
O=C(CCSCCc1ccccn1)Nc1ccc(Cc2ccncc2)cc1 | -2.7% | 2
O=C(OCn1nnc2ccccc2c1=O)c1cc2ccccc2o1 | 4.0% | .
N#Cc1c(N)c(C(=O)c2ccccc2)n2c1CCCC2 | -1.3% | 8
CCOc1cc(N2CCOCC2)c(OCC)cc1NC(=O)c1ccc(S(C)(=O)=O)cc1 | -2.4% | -10
CC(=O)C1C(c2ccc(C)cc2)c2c(n[nH]c2C)CC1(C)O (centres undefined) | 4.5% | 25

Continuation:
SMILES | GlmU inhibition | RmlCD inh 1536
CSc1nc(-c2ccco2)nn1C(=O)c1ccc(C)cc1 | 6.7% | -6
COc1cc(C)c(S(=O)(=O)Nc2ccccc2F)cc1C | 0.9% | 4
CN1/C(=C\C(=O)COC(=O)c2ccccc2O)C(C)(C)c2ccccc21 | 10% | 4
Cc1ccc(CC(=O)N2CC(C)OC(C)C2)cc1 (centres undefined) | -1.4% | ?
Cc1noc(C)c1S(=O)(=O)N1CCN(C(c2ccccc2)c2ccc(Cl)cc2)CC1 (centres undefined) | -1.2% | 6
Cc1noc(NS(=O)(=O)c2ccc(NC(=O)CSc3nc4ccccc4[nH]3)cc2)c1C | 0.6% | 5
COc1ccc(N2CCN(C3CC(=O)N(c4ccc5c(c4)OCCO5)C3=O)CC2)cc1 (centres undefined) | -5.8% | .
S=C1NCCOCCNC(=S)NCCOCCOCCOCCN1 | 1.0% | -2
Cc1[nH][nH]c(=O)c1C(c1ccc(O)c([N+](=O)[O-])c1)c1c(C)[nH][nH]c1=O | 2.3% | 0
O=C(/C=C/c1cccs1)N1CCCCC1 | 1.3% | -7
COc1ccc(NC(=O)c2ccc(C(=O)c3cc(OC)ccc3OC)cc2)cc1 | 2.5% | 3
Cc1cccc(C)c1NC(=S)N=Nc1c(O)n(C)c2ccc(S(=O)(=O)N3CCOCC3)cc12 | 3.6% | .
Cc1cccc(C(=O)NCc2nnc(SCc3ccc(F)cc3)n2C)c1 | 2.3% | .
Cc1ccc(C(=O)NCc2ccc3c(c2)OCO3)cc1S(=O)(=O)N1CCCCC1 | 1.8% | .
O=C(c1cn(-c2ccccc2)nc1-c1ccc(F)cc1)N1CCCCC1 | 0.5% | -12
Fc1ccc(CSc2nnc(-c3cnccn3)n2Cc2ccco2)cc1 | -1.9% | -2
COC(=O)c1ccc(Oc2ccc3nnc(C)n3n2)cc1 | 1.2% | -2
CCn1cnc2cc(NCc3cccc(OC)c3O)ccc21 | -0.8% | -7
CCN(Cc1ccccc1)C(=O)C(C)OC(=O)c1cc(S(=O)(=O)Nc2c(C)n(C)n(-c3ccccc3)c2=O)ccc1C (centres undefined) | -3.8% | -8
CCc1nc(SCC(=O)Nc2ccc(OC)cc2[N+](=O)[O-])n[nH]1 | 1.9% | .
COc1ccc(-c2ccc(SCC(=O)c3ccc(F)cc3)nn2)cc1OC | -1.9% | 6
COCCOC(=O)c1c(NC(=O)CN2CCOCC2)sc(C(N)=O)c1C | -4.7% | 5
O=C(Cn1cc([N+](=O)[O-])cn1)N1CCc2ccccc21 | 3.5% | .
CCC(=O)N(Cc1cc2ccc(C)cc2n2nnnc12)C1CCCCC1 | 2.5% | -8
Cc1cccc(NCc2nc3ccccc3n2C)c1 | 0.4% | .
Cc1ccc(CNC(=O)Cc2ccc(-n3cccc3)cc2)cc1 | 8.2% | 7
CCOC(=O)c1cnn(-c2ncnc3sc4c(c23)CCC4)c1N | 2.3% | -7
O=C(Cn1cnc2cc([N+](=O)[O-])ccc2c1=O)Nc1ccc2c(c1)CCC2 | -2.2% | 1
Cc1ccc(-c2cc(-c3ccccc3)nc(N/N=C/c3cccnc3)n2)cc1 | -0.9% | .
CCOC(=O)C1CCN(C(=O)c2cccc(S(=O)(=O)Nc3ccc(C)cc3C)c2)CC1 | 0.9% | 4
COc1ccc2[nH]c3c(NCCC4=CCCCC4)ncnc3c2c1 | -2.2% | 1
COc1ccc(C(=O)OCC2CC(c3ccccc3)=NO2)cc1OC (centres undefined) | -5.2% | 5
O=C(NC1CCCC1)c1csc2c1CCCC2 | -0.8% | .
COc1ccccc1-c1nnc(SCC(=O)Nc2ccccc2)o1 | -0.1% | -4
Cc1ccc2nc(COc3ccc(N(C)S(=O)(=O)c4ccccc4)cc3)cc(=O)n2c1 | -4.6% | 1
CCOC(=O)C(CCCOc1ccc(C(C)CC)cc1)C(=O)OCC (centres undefined) | 1.8% | .
Cc1ccc(C2=NOC(C)(c3nnc(-c4ccccc4)o3)C2)cc1 (centres undefined) | 2.0% | .
Cc1cccc(NC(=O)Nc2cccc(Oc3c(F)c(F)c(F)c(F)c3F)c2)c1 | -3.5% | -6
CCOc1ccccc1OCCOCCOc1c(Cl)cccc1Cl | 0.8% | .
O=C(CSc1nnnn1-c1cccc2c1CCCC2)N1CCCCC1 | 2.9% | .
CNC(=O)c1cc2c(s1)CCCCCC2 | -1.2% | -5
CCOC(=O)c1ccc(NC(=O)CCc2c(C)nc3ncnn3c2C)cc1 | 2.1% | .
CCCCCNC1=CC(=O)CC(c2ccccc2)C1 (centres undefined) | 4.6% | -6
O=C(O)c1sccc1Oc1ccc(F)cc1[N+](=O)[O-] | . | -3
CC1Cc2cc(/C(O)=C3/C(=O)C(=O)N(CCN4CCOCC4)C3c3cccc(Cl)c3)ccc2O1 (centres undefined) | 4.5% | .
O=C(C(c1ccccc1)c1ccccc1)N1CCCc2ccccc21 | -5.1% | .
CN(C)CCCNC1=CC(=O)CC(c2ccccc2)C1 (centres undefined) | -3.2% | -7
C=CCn1c(=O)c2c(nc(Br)n2Cc2ccccc2Cl)n(C)c1=O | 2.9% | .
CN(C(=O)CSc1nnc(-c2ccccc2)c(-c2ccccc2)n1)C1CCS(=O)(=O)C1 (centres undefined) | 5.2% | .
O=C1NC(=S)NC(=O)C12C(c1ccc(F)cc1)NC(=S)NC2c1ccc(F)cc1 (centres undefined) | 6.2% | -12
O=C1CCN(C(=O)Cc2ccccc2[N+](=O)[O-])CC1 | 0.5% | -13
Cc1cc(C)c(S(=O)(=O)Nc2ccccc2-c2ccccc2)c(C)c1 | -4.4% | 68
O=C(Nc1cc2c(cc1Cl)OCCCO2)c1ccco1 | -1.6% | -10
CS(=O)(=O)N(CCc1ccccc1)CC(=O)N1CCCCC1 | 1.8% | 12
CCOC(=O)Nc1sc2c(c1C(N)=O)CCC(C)C2 (centres undefined) | -2.5% | 13
Cc1ccc(NC(=O)C2CCN(c3cnccn3)CC2)cc1C | -2.3% | -10
O=C(NCc1ccccn1)c1ccc(Cl)c(S(=O)(=O)Nc2ccccc2C(=O)NCc2ccccn2)c1 | 3.1% | -9
CC(=O)CCc1ccc(OCC(O)CNC2CCCc3ccccc32)cc1 (centres undefined) | -6.2% | .
CCN(CC)c1ccc(/C=N/NC(=O)Cc2ccc(OC)c(OC)c2)cc1 | 0.5% | -10
Cc1ccc(-c2nnc(Nc3ccc4c(c3)OCO4)c3ccccc23)cc1S(N)(=O)=O | -8.3% | 4

3 structures already listed, arranged by SMILES length, descending:
SMILES | GlmU inhibition | RmlCD inh 1536
Cc1cc(C)c(S(=O)(=O)Nc2ccccc2-c2ccccc2)c(C)c1 | -4.4% | 68
CCOC(=O)Nc1sc2c(c1C(N)=O)CCC(C)C2 (centres undefined) | -2.5% | 13
CN(C)CCCNC1=CC(=O)CC(c2ccccc2)C1 (centres undefined) | -3.2% | -7

As entered above.
`O=C1NC(=S)NC(=O)C12C(c1ccc(F)cc1)NC(=S)NC2c1ccc(F)cc1` (centres undefined) | RmlCD inh 1536: -12
`CS(=O)(=O)N(CCc1ccccc1)CC(=O)N1CCCCC1` | GlmU inhibition: 1.8%

Next section
SMILES | GlmU inhibition | RmlCD inh 1536
CC(=O)c1cccc(NC(=O)c2c(F)c(F)c(F)c(F)c2F)c1 | -1.9% | .
C/C=C\C=C/C(=O)Nc1cccc(C2=NOC3(C2)C[C@H](C(N)=O)N(C(=O)Cc2ccc([N+](=O)[O-])cc2)C3)c1 (some centres undefined) | 3.7% | 5
COC(=O)CC(N)c1ccc(Br)cc1 (centres undefined) | 1.5% | -6
O=C(N1CCOCC1)N1CCCN(C(=O)N2CCOCC2)CC1 | 0.0% | .
O=C(CNC(=O)/C(=C/c1ccccc1)NC(=O)c1ccc(Br)cc1)OCc1ccccc1 | -9.4% | 4
Cc1cccc(-c2cc3nc(C)c(C)c(NCCCn4ccnc4)n3n2)c1 | 0.6% | .
O=C(CNS(=O)(=O)c1c(Cl)cccc1Cl)OCC(=O)N1CCN(c2ccccc2)CC1 | -4.0% | 8
C/C=C(/C)C(=O)Nc1cccc(C2=NOC3(C2)C[C@H](C(N)=O)N(C(=O)COc2ccc(Cl)cc2)C3)c1 (some centres undefined) | -3.9% | 7
O=C(COC(=O)c1cc(-c2ccccc2)nc2ccccc12)NCC1CCCO1 (centres undefined) | 2.1% | -2
Cc1ccc(CNC(=O)C2CCCN(c3nc4ccsc4c(=O)s3)C2)cc1 (centres undefined) | -1.0% | -4
Cc1nc(N)sc1C(=O)N/N=C/c1c[nH]c2ccccc12 | 0.2% | 8
CCOC(=O)c1ccccc1NC(=O)c1cc(S(=O)(=O)N2CCOCC2)ccc1F | -8.1% | 0
Cc1cccc(OCC(=O)Nc2ccc3c(c2)nc(CN2CCCCC2)n3C)c1 | -3.5% | 2
Cc1cc2cc(CN3C(=O)c4ccccc4C3=O)ccc2[nH]1 | 9.2% | .
O=C(Nc1ccccc1Cl)C1CCCN(S(=O)(=O)c2ccc(F)cc2)C1 (centres undefined) | 2.1% | 7

3 entries from above in another layout.
> CCOC(=O)c1ccccc1NC(=O)c1cc(S(=O)(=O)N2CCOCC2)ccc1F
  GlmU inhibition: -8.1%	RmlCD inh 1536: 0

> Cc1cccc(OCC(=O)Nc2ccc3c(c2)nc(CN2CCCCC2)n3C)c1
  GlmU inhibition: -3.5%	RmlCD inh 1536: 2

> Cc1cc2cc(CN3C(=O)c4ccccc4C3=O)ccc2[nH]1
  GlmU inhibition: 9.2%	RmlCD inh 1536: .

Following part:
SMILES | GlmU inhibition | RmlCD inh 1536
N#C/C(=C\c1c(F)cccc1Cl)S(=O)(=O)c1ccccn1 | -1.6% | -6
Cc1cc(C)nc(NN=C(c2ccccc2)c2ccccc2)n1 | 6.8% | .
O=C(N/N=C/c1cccs1)[C@H]1C[C@@H]1c1ccccc1 | 2.8% | -9
CC(C)N(CCNCc1nnc(-c2ccccc2)o1)C(C)C | -0.5% | 6
CC(C)(C)c1ccc(C(=O)NC(=S)Nc2ccc(N3CCOCC3)cc2)cc1 | -10% | -4
COc1ccccc1NC(=O)Nc1ccncc1 | -3.2% | -10

High-throughput results from PubChem.
